# hgDAF-12 ag: agonists of H. glycines DAF-12 nuclear receptor | HEK293 GAL4-hgDAF12 UAS-luciferase reporter, agonist luminescence; normalized to butyrate control | activation, % at 6.8 µM | 1.8% of 370,000 active | AID 687014;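 active = activation above a cutoff set at the mean of all screened compounds plus 3 SD, cut at about 10% in these data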;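 note: 0% = DMSO wells and 100% = sodium butyrate wells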
# hcDAF-12 act: activates DAF-12 receptor from parasite H. contortus; HEK293 hcDAF-12 lit1-tk-luc reporter, luminescence; 0% DMSO, 100% Δ7-dafachronic acid; activation, % at 6.8 µM; 1.4% of 370,000 active; AID 652067;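 active = activation above the mean of all tested compounds plus 3 SD, cut at about 5.5% in these data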;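 note: 100% = response to 3 µM Δ7-dafachronic acid high control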
# KLK7 zymogen act: activators of human kallikrein-7 zymogen; P49862; purified proKLK7, EDANS-DABCYL substrate fluorescence; 100% is mature enzyme control, 0% vehicle; activation, % at 7 µM; 0.9% of 370,000 active; AID 652039;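 active = activation above the mean of all tested compounds plus 3 SD, computed per campaign excluding outliers beyond control limits, cut at about 13% in these data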
# Target sequence (P49862 whole entry, looked up): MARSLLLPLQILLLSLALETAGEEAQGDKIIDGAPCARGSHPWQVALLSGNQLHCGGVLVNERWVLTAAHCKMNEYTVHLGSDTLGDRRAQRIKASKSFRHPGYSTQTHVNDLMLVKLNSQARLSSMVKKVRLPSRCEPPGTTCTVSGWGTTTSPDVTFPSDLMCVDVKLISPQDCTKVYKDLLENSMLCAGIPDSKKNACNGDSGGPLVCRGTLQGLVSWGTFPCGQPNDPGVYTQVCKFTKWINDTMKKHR
# DAX1 inh-1: NR0B1 (DAX1) inhibition; P51843; HEK293 Gal4-DAX1 luciferase reporter, luminescence; inhibition, % at 6.75 µM; 0.99% of 340,000 active; AID 504766;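 active = inhibition above the mean over all tested compounds plus 3 SD, cut at about 4.2% in these data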;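 note: 0% = DAX1-transfected cells with DMSO and 100% = empty-vector control cells with DMSO; inhibition shows as a rise in luminescence from relieved DAX1 repression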
# Target sequence (P51843 207-470 limits assumed): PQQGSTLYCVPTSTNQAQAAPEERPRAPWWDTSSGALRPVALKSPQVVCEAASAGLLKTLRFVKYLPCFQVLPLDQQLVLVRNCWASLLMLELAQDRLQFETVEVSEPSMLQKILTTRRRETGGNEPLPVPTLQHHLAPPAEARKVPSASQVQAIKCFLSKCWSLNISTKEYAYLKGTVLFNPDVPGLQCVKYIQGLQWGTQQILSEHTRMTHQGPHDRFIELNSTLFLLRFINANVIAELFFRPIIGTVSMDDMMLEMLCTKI
# GAA850 FXN act: activators of GAA850 frataxin (FXN) promoter; activation, % at 6 µM; HEK293 lucGAA850 FXN promoter luciferase reporter, 24 h; percent of 10 µM SAHA response; 0.56% of 360,000 active;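 active = activation above the average of all compounds screened plus 3 SD, cutoff fixed separately per campaign, cut at about 7.5% in these data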;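 note: 0% = DMSO wells and 100% = 10 µM SAHA wells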
# ssDAF12 agonist: activates DAF-12 receptor from parasite S. stercoralis; HEK293 ssDAF-12/GRIP1 lit1-tk-luc reporter, luminescence; % of 3 µM dafachronic acid response; activation, % at 6.8 µM; 1% of 370,000 active;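 active = activation above the mean over all tested compounds plus 3 SD, cut at about 0.9% in these data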;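 note: 0% = DMSO-only wells and 100% = 3 µM delta7-dafachronic acid wells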
# DAX1 inh-2: inhibitors of DAX1 repression of SF-1 activated StAR promoter; HEK293T StAR-luciferase reporter, SF-1/DAX-1 repression relief; inhibition, % at 6.8 µM; 1.1% of 370,000 active; AID 652010;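 active = inhibition above the mean over all tested compounds plus 3 SD, cut at about 3.6% in these data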;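 note: 0% = DAX-1 cells with DMSO and 100% = cells lacking DAX-1 with DMSO; higher inhibition means more luminescence from relief of DAX-1 repression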
# SMARCA2 activ: increases SMARCA2 function in MMTV reporter cells; MG213 cells, MMTV-luciferase reporter, dexamethasone, overnight; activation, % at 9.1 µM; 1% of 370,000 active; in the data active = activation above about 7.8%;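 note: 0% = vehicle wells and 100% = reference activator wells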
# GC-A act: GC-A (human) enzyme activation. HEK293 GC-A cells, cGMP TR-FRET, EC30 ANP; 0% at EC30 ANP, 100% saturating ANP. activation, % at 10 µM. AID 1671463. 0.14% of 370,000 active; in the data active = activation above about 40%
# HGIII-sPLA2 inh: Inhibits HGIII-sPLA2 liposome hydrolysis, primary screen. Q9NZ20. QFRET BODIPY PC-A2 liposome hydrolysis, fluorescence. inhibition, % at 12.2 µM. 0.56% of 370,000 active. AID 743126;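 active = inhibition above mean plus 3 SD of compounds lying within the high and low control bounds, cut at about 19% in these data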;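 note: 0% = median of test compound wells and 100% = no enzyme DMSO wells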
# Target sequence (Q9NZ20 whole entry, looked up): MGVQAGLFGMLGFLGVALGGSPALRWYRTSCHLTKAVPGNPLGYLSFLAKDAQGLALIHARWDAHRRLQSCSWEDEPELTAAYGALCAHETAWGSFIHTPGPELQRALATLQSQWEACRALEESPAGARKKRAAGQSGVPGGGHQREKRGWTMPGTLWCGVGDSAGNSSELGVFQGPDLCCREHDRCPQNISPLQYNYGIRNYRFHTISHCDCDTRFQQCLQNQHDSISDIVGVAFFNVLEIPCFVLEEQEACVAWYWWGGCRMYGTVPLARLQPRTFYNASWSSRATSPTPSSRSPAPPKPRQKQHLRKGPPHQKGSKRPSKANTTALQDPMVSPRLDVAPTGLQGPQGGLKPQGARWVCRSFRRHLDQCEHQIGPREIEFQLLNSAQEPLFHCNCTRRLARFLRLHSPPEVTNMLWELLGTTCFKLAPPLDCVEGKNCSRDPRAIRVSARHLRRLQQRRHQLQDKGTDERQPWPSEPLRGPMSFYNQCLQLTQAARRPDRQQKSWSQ
# GC-B act: GC-B (human) receptor activation; activation, % at 10 µM; AID 1920062; 0.11% of 370,000 active; HEK293-GC-B cells, CNP EC30, cGMP TR-FRET; 0% at EC30 CNP, 100% saturating CNP;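 active = activation at 10 µM reaching about 35% in either raw or pattern-adjusted values, limit read from the data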
# * = called active by the depositor; / = not tested or not shown. Hits appear at their usual frequency; any-hit rate near 6.7%.
SMILES,hgDAF-12 ag,hcDAF-12 act,KLK7 zymogen act,DAX1 inh-1,GAA850 FXN act,ssDAF12 agonist,DAX1 inh-2,SMARCA2 activ,GC-A act,HGIII-sPLA2 inh,GC-B act
Cc1cccc(-n2nnc(C(=O)NCc3ccccc3)c2N)c1,0.0,-2.5,0.9,-1.5,-0.2,-1.2,0.2,0,-22,-10,-6
COc1ccc(CCNC(=O)C(=O)NCC2OCCN2S(=O)(=O)c2cc(F)ccc2F)cc1 (stereo unspecified),0.1,-0.1,0.0,-0.4,1.1,-0.6,-1.6,1,0,-7,6
O=C(O)c1ccc2ccc3ccccc3c2c1,-1.1,-0.1,0.4,/,-1.7,-1.3,0.8,-2,2,-6,1
N#Cc1nc(-c2ccc(F)cc2)oc1N1CCN(C(=O)c2ccco2)CC1,3.4,-2.2,-0.3,0.1,-0.1,-0.8,-1.2,2,-3,8,0
O=C(CNS(=O)(=O)c1cccc2nsnc12)NC1CCCCC1,-0.4,-2.2,0.4,2.2,-1.1,-0.8,0.4,0,-1,-1,5
Cc1cc2c(c(=O)n1CCN(C)C)C(c1ccc(Br)cc1)C(C#N)=C(N)O2 (stereo unspecified),-0.7,-0.7,-0.3,-0.2,1.4,-1.8,0.0,-1,-10,-9,-5
O=C(NCc1ccc(Cl)cc1)c1ncn[nH]1,-1.6,-0.1,0.3,-0.3,1.1,-1.7,-0.2,-1,0,-6,2
O=C(CC1C(=O)NCCN1Cc1ccc(F)c(F)c1)NCCn1cccn1 (stereo unspecified),1.0,-1.2,0.3,0.6,1.0,-1.6,0.5,2,-2,0,-1
O=C(c1ccco1)N1CCN(C(=O)c2cccc3c2C(=O)N(Cc2cccnc2)C3)CC1,-0.2,-0.3,-0.1,1.2,-1.1,-1.3,0.8,-2,1,16,0
COc1ccc(B(O)O)c(CN2CCN(C(=O)OC(C)(C)C)CC2)c1,3.0,-0.8,-0.8,-1.0,1.6,-1.2,0.9,-5,6,6,2
C=CCNC(=O)COC(=O)CCC(=O)c1cccs1,1.3,-0.8,-0.3,0.7,-1.1,-0.8,0.0,-2,-1,4,-1
CCCn1c(CCC(=O)O)ccc1-c1cccs1,2.1,0.4,3.2,3.5,-0.7,-0.9,-0.3,-2,2,-4,-1
O=C(COc1ccccc1)NC(NC(=S)Nc1ccccc1C(=O)O)C(Cl)(Cl)Cl (stereo unspecified),3.0,-0.5,0.0,-0.9,1.2,-1.0,-0.8,3,3,-10,1
O=C(CCCOc1ccccc1)N1CCCc2ccccc21,1.8,1.2,0.3,0.2,5.3,-1.4,1.5,3,-4,-5,0
CN1CC2(C(=O)c3ccccc3)CN(C)CC(C(=O)c3ccccc3)(C1)C2,-1.1,-0.4,0.5,1.1,-0.6,-1.2,-0.5,-3,-3,7,-7
O=C(Nc1ccc2c(c1)Cc1ccccc1-2)c1ccc(Br)o1,6.0,-0.6,-6.4,0.3,2.8,-0.6,0.3,2,4,5,5
CCC1(CC)NC(=O)N(CC(=O)Nc2ccc(C)cc2C)C1=O,-0.2,-0.7,0.7,-0.3,-0.8,-1.5,-1.2,-2,1,4,7
O=C(CNS(=O)(=O)Cc1ccccc1)NNc1ccccc1,-1.6,1.1,0.2,/,/,-0.6,-0.3,0,4,3,1
Cc1ccc(/C(O)=C2\C(=O)C(=O)N(C)C2c2ccc(Br)cc2)cc1 (stereo unspecified),1.9,1.3,0.0,0.4,1.9,0.8,-1.4,-1,3,-3,0
O=C(Nc1ccc2sccc2c1)c1cccc(N2C(=O)CCC2=O)c1,17*,1.6,0.2,1.3,3.7,-0.4,4.2*,3,-1,-1,-3
Cn1c(CNC(=O)C2CCC(=O)N(CCc3cccc(F)c3)C2)nc2ccccc21 (stereo unspecified),-3.2,0.7,-0.4,1.1,-0.3,-1.1,0.0,-2,0,-1,0
Cc1ccc(NS(=O)(=O)c2ccc3c(c2)NC(=O)CCS3)c(Br)c1,-2.2,-2.2,-0.1,1.3,-2.5,-1.2,-0.5,-4,-1,-12,4
COC(=O)C(NC(=O)c1ccco1)(Nc1nc(C2CC2)cs1)C(F)(F)F (stereo unspecified),-1.4,-1.6,-0.1,-1.7,0.1,-0.6,-0.8,-3,-2,-6,2
Cc1cc(C(=O)Cn2nc(C(=O)O)c3ccccc3c2=O)c(C)n1-c1ccc(F)cc1,4.6,-1.7,0.8,0.4,0.8,-1.4,0.5,0,3,-14,7
O=C(O)c1ccc(COc2ccc3ccccc3c2/C=C2/NC(=O)N(c3ccccc3)C2=O)cc1,-1.6,1.5,-0.3,-0.6,-1.1,1.0*,0.7,2,0,-38,2
O=C(Oc1ccccc1-c1csnn1)c1cccs1,4.1,1.4,-0.1,-0.3,1.5,0.1,0.4,-4,-2,-8,-1
Nc1ncnc(Nc2cccc(F)c2)n1,0.9,-0.1,-0.3,0.9,0.9,-1.6,0.5,-1,-2,-4,-9
CCCCn1c(SCC(=O)N2CCCC2=O)nc2cc(S(N)(=O)=O)ccc21,-0.3,0.5,0.7,1.1,0.8,-1.7,2.0,-3,0,-6,2
O=C(/C(=C/c1ccc(Cl)cc1)c1nc2ccccc2[nH]1)c1ccccc1,10,0.3,-0.1,-0.6,-13,-0.6,-0.8,1,-19,-2,-26
CC(=O)N/C(=C\c1ccccc1)C(=O)OCC(=O)Nc1cc(S(=O)(=O)N(C)C)ccc1Cl,-0.7,-1.0,0.3,-0.3,2.1,-1.2,-0.8,-2,0,0,1

# Given with each value named: entries from further up.
Compound: O=C(Oc1ccccc1-c1csnn1)c1cccs1
  hgDAF-12 ag: 4.1 | hcDAF-12 act: 1.4 | KLK7 zymogen act: -0.1 | DAX1 inh-1: -0.3 | GAA850 FXN act: 1.5 | ssDAF12 agonist: 0.1 | DAX1 inh-2: 0.4 | SMARCA2 activ: -4 | GC-A act: -2 | HGIII-sPLA2 inh: -8 | GC-B act: -1
Compound: Nc1ncnc(Nc2cccc(F)c2)n1
  hgDAF-12 ag: 0.9 | hcDAF-12 act: -0.1 | KLK7 zymogen act: -0.3 | DAX1 inh-1: 0.9 | GAA850 FXN act: 0.9 | ssDAF12 agonist: -1.6 | DAX1 inh-2: 0.5 | SMARCA2 activ: -1 | GC-A act: -2 | HGIII-sPLA2 inh: -4 | GC-B act: -9

# Remaining list, next part.
SMILES,hgDAF-12 ag,hcDAF-12 act,KLK7 zymogen act,DAX1 inh-1,GAA850 FXN act,ssDAF12 agonist,DAX1 inh-2,SMARCA2 activ,GC-A act,HGIII-sPLA2 inh,GC-B act
S=C(NCc1ccccc1Cl)NC1CCCC1,-1.4,-1.9,0.0,1.9,0.1,-2.0,-0.5,-4,-4,18,-2
CCOC(=O)c1cc(C)sc1NC(=O)CSC1=NCCS1,2.8,-0.6,0.3,-0.2,5.1,-0.5,-2.0,5,-4,-21,-6
CCc1ccccc1NC(=O)c1cccc(N2C(=O)C3C4CCC(C4)C3C2=O)c1 (stereo unspecified),5.7,-0.1,0.8,-0.5,-0.7,-1.6,-0.2,-2,1,-4,0
O=C(COc1ccccc1Cl)Nc1cc(Cl)ccc1Oc1ccccc1,0.5,2.2,-0.6,0.9,-0.8,-0.5,0.2,0,1,8,-5
O=C(CSc1ncnc2ccccc12)NCc1ccc2c(c1)OCO2,-0.6,1.2,0.1,-0.8,-2.5,-2.0,0.2,0,8,1,0
Cc1ccc(CCNS(=O)(=O)c2ccc3c(c2)NC(=O)C(C)C(=O)N3)cc1 (stereo unspecified),-0.1,0.3,-0.2,0.9,-1.0,-0.6,-1.5,-1,1,14,-3
Cc1nc(N=C(N)N)nc2ccccc12,-0.6,0.5,-5.1,0.3,2.2,-0.6,-0.2,1,10,3,4
O=C1NC[C@H](CCCCN2CCN(CCc3ccc(O)cc3)C(=O)C2=O)N(CCc2ccc(O)cc2)C1=O,0.1,0.9,-0.8,/,/,-1.2,-0.1,-4,2,3,3
C=CCOC(=O)C1=C(C)N(C)C(=O)NC1c1cc2c(cc1Br)OCO2 (stereo unspecified),-1.5,-1.3,-0.1,1.7,0.3,-1.4,0.2,0,-5,3,-3
COc1ccccc1NC(=O)CSc1nnc(C)s1,2.4,-0.3,0.4,0.7,1.1,-0.8,-0.1,-2,1,7,4
CCOc1ccccc1N1CCN(C(=O)C2CSC3(C)CCC(=O)N23)CC1 (stereo unspecified),-0.3,-0.1,-0.2,0.1,3.2,-0.8,1.5,-2,0,-4,0
CCOc1ccccc1C(=O)OCC(=O)NCc1ccc2c(c1)OCO2,4.2,-0.4,1.1,-0.3,-1.3,-1.2,0.3,2,1,-2,2
CCOc1cc(/C=C/c2nc3ccccc3c(=O)[nH]2)ccc1O,5.8,2.1,3.6,0.8,4.3,-1.1,0.7,3,-4,-25,-2
COc1cc(CN(C)Cc2cc(=O)n3ccsc3n2)ccc1OC(F)F,-2.5,-2.3,0.0,-1.1,-1.7,-0.6,0.1,-6,1,2,7
COc1ccc(-n2c(=S)[nH]c3ccccc3c2=S)cc1,-1.2,2.9,-0.7,-1.3,2.3,-1.0,-0.1,-4,-2,8,-2
COc1ccccc1-c1cn[nH]c1-c1ccc(OCC(=O)NN)cc1O,0.6,-2.0,-0.4,-0.8,-1.6,-1.0,-0.3,2,-1,-21,-4
CCN(CC)C(=O)[C@H]1CC(CC(=O)NCC23CC4CC(CC(C4)C2)C3)C(=O)N2CCc3c([nH]c4ccc(OC)cc34)[C@]12C (stereo partly specified),0.9,-1.7,-0.1,-0.5,-0.8,-1.1,0.2,-3,-1,-2,4
CC(C)(C)C(=O)CNS(=O)(=O)c1ccc(S(=O)(=O)NC2CC2)cc1,-0.6,-0.1,0.7,-0.5,0.6,-0.9,-0.4,-2,2,-6,2
CC1CCC(Nc2nnnn2-c2ccccc2)CC1 (stereo unspecified),-2.5,-1.7,-0.2,-2.2,1.6,-1.6,-1.9,-4,2,1,1
O=C(NC12CC3CC(CC(C3)C1)C2)C1CC(=O)N(c2ccccc2)C1 (stereo unspecified),0.5,0.3,-1.0,0.7,2.3,-1.3,-0.5,0,1,12,-1
Nc1c(Cl)cc(S(N)(=O)=O)cc1S(N)(=O)=O,-0.3,-1.2,-0.8,-1.2,-1.2,-0.2,0.3,2,7,4,0
C#CCn1c(=NC(=O)c2ccc(S(=O)(=O)N3CCCc4ccccc43)cc2)sc2cc(S(N)(=O)=O)ccc21,-3.6,-4.4,51*,-2.6,-0.7,-1.9,-1.5,-4,-1,16,-1
Cc1nc2nc(SCC(=O)N3CCOCC3)nn2c(C)c1Cc1c(F)cccc1Cl,-2.2,-1.1,0.4,-0.5,4.4,-1.1,1.3,-1,0,6,0
O=C(C[n+]1ccccc1)c1ccc(-c2ccccc2)cc1,1.4,-0.5,0.0,0.4,2.7,-1.6,-0.8,2,1,-2,-1
CCOC(=O)c1cnc2ccc(OC)cc2c1Nc1ccc2c(c1)OCCO2,-3.6,-2.2,-0.3,-0.4,-0.2,-1.5,-1.4,-3,-16,-1,-12
COc1ccc(C(=O)Cn2nnc(-c3ccccc3NC(=O)C(F)(F)F)n2)cc1,2.3,-0.7,-0.3,0.0,1.9,-0.7,0.1,0,-2,0,-5
CN(C)c1ccc(NC(=O)Nc2ccc3snnc3c2)cc1,4.3,1.5,0.1,2.3,-0.2,-1.1,-0.1,3,10,-16,3
Cc1ccc(NC(=S)N2CCN(C(=O)C3CCCO3)CC2)cc1 (stereo unspecified),0.9,-2.1,0.8,-0.8,3.7,-0.5,0.0,0,1,-1,3
